Assay outcomes: PubChem BioAssay, several laboratories
sdo1 growth = growth rescue of sdo1-depleted yeast, primary screen, S. cerevisiae, bone marrow failure model; AID 817, 2007; S. cerevisiae sdo1-depleted JHY4D growth rescue, OD600 30 h; active compounds read high; pdr5 snq2 efflux-pump mutant strain; z-score at 10 µM; 140,000 tested, 0.21% active;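 active means z-score above 3 at both the 24 hr and the 30 hr optical density reads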;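 further: z-score against mean and SD of all compound wells on the same plate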
INS promoter inh = inhibitors of insulin promoter-driven GFP, primary screen, imaging, TRM-6 cells (human fetal islet line), eGFP reporter, cell count; inhibition, % at 2 µM; AID 1273, 2008; 130,000 tested, 0.9% active; reporter expression induced with tamoxifen;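 active means inhibition above the mean plus 3 SD, with well images judged a real hit on visual review, cut at about 60% in these data, passing the limit was not always enough; inconclusive means inhibition over the cutoff but images rejected on review; inactive means inhibition not above the cutoff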
sdo1 growth Rescue 24 h = also measured in sdo1 growth; calls as there; z-score; S. cerevisiae sdo1-depleted JHY4D growth rescue, OD600; measured here: growth rescue at 24 h;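 0 is the plate mean of compound wells and units are plate SD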
Active calls of the source: *; ? = inconclusive; nt = not tested or not shown.

SMILES	sdo1 growth	sdo1 growth Rescue 24 h	INS promoter inh
CC1CC(C)CN(C(=O)CCNS(=O)(=O)c2ccc3c(c2)CCC(=O)N3)C1 (stereo not given)	1.3	0.67	33.3
COc1ccc(CCN(Cc2cc3cccc(C)c3n3nnnc23)C(=O)c2ccncc2)cc1OC	nt	nt	-61.0
O=C(Nc1ccc2c(c1)C(=O)N(CC1CCCO1)C2=O)c1ccccc1Br (stereo not given)	-0.05	-0.45	-2.9
COc1ccc(NC(=O)c2onc(C)c2Cl)cc1OC	0.8	0.52	nt
COc1ccc(/C=C/C(=O)NCC(=O)N/N=C/c2cc(Br)ccc2OCc2ccccc2)cc1	2.61	1.82	17.2
O=C(/C=C/c1ccccc1)NC(=S)Nc1ccc2c3c(cccc13)CC2	-0.45	-0.27	24.1
O=S(=O)(c1ccc(Br)cc1)n1ccc2ccccc21	-1.75	-1.06	16.2
COc1cc(OC)c(S(=O)(=O)Nc2ccc(C)cn2)cc1NC(C)=O	0.74	0.19	29.6
Cc1cc(OCC(=O)NC2CCCCC2)ccc1Cl	1	1.62	-5.9
CC1CCN(S(=O)(=O)c2ccc(N=NC3=C(O)CC(C)(C)CC3=O)cc2)CC1	0.18	0.51	-7.1
CC(=O)Nc1ccc(NC(=O)c2ccc(COc3ccc4c(C)cc(=O)oc4c3)cc2)cc1	-1.35	-1.03	-14.8
COc1nc(C#N)nc(N(C)C)n1	1.62	0.76	-31.2
Cc1onc(-c2ccccc2Cl)c1C(=O)Nc1ccccc1N1CCOCC1	-0.06	0.46	-81.2
O=C(NCCCN1CCCC1=O)c1ccc(OC(F)(F)F)cc1	nt	nt	16.7
COc1ccccc1C(=O)NCCn1cc(SCC(=O)NCc2ccco2)c2ccccc21	0.48	0.77	-76.5
COc1ccc(NC(=S)N2CCCN(Cc3cc(C)ccc3C)C2)cc1	nt	nt	10.0
CC(C)CCSc1nc(N)c(C#N)cc1C#N	-0.49	0.13	-21.6
O=[N+]([O-])c1ccc(NCCCNS(=O)(=O)c2ccccc2)cc1	nt	nt	9.1
CC(=O)N/C(=C/c1ccc(OS(=O)(=O)c2ccc(C)cc2)cc1)C(=O)NCCO	0.71	0.25	35.3
CSc1ccccc1NC(=O)c1ccc(C)o1	0.13	0.2	-15.4

A few values from the list.
`O=C(/C=C/c1ccccc1)NC(=S)Nc1ccc2c3c(cccc13)CC2` @ sdo1 growth = -0.45
`CC1CC(C)CN(C(=O)CCNS(=O)(=O)c2ccc3c(c2)CCC(=O)N3)C1` (stereo not given) @ sdo1 growth Rescue 24 h = 0.67
`CC(C)CCSc1nc(N)c(C#N)cc1C#N` @ INS promoter inh = -21.6
`COc1ccc(/C=C/C(=O)NCC(=O)N/N=C/c2cc(Br)ccc2OCc2ccccc2)cc1` @ sdo1 growth Rescue 24 h = 1.82

Three of the entries above in order of the sdo1 growth value, largest number first:
SMILES	sdo1 growth	sdo1 growth Rescue 24 h	INS promoter inh
COc1nc(C#N)nc(N(C)C)n1	1.62	0.76	-31.2
COc1ccccc1C(=O)NCCn1cc(SCC(=O)NCc2ccco2)c2ccccc21	0.48	0.77	-76.5
CC1CCN(S(=O)(=O)c2ccc(N=NC3=C(O)CC(C)(C)CC3=O)cc2)CC1	0.18	0.51	-7.1

More compounds:
SMILES	sdo1 growth	sdo1 growth Rescue 24 h	INS promoter inh
CC(C)CCNC(=O)COc1ccc(C(=O)c2ccccc2)cc1	nt	nt	-41.7
O=C(COC(=O)c1ccccc1Oc1ccccc1)NC1CCS(=O)(=O)C1 (stereo not given)	0.34	0.23	13.9
O=c1c(-c2cccc3ccccc23)[n+]([O-])c2ccccc2n1O	2.57	3.89	45.7
CC1=CC(=O)C(C(C)C)=C/C1=N\OC(=O)c1cccc2nc(C)oc12	-0.39	-0.74	nt
O=[N+]([O-])c1cc(S(=O)(=O)N2CCCC2)ccc1N/N=C1/CCCc2ccccc21	0.08	1.25	-16.7
CCOC(=O)Cn1c(=O)oc2cc(S(=O)(=O)N3CCN(c4ccccn4)CC3)ccc21	-1.79	-1.69	nt
CSc1nnc(-c2ccc(O)cc2)n1C	2.63	2.61	nt
COc1ccc(-c2cc(C(=O)NNC(=S)NC(=O)c3c(-c4ccccc4)noc3C)[nH]n2)cc1	nt	nt	-376.2
Cc1ccc(S(=O)(=O)N(C)c2ccc(OCC(=O)OCc3c(C)noc3C)cc2)cc1	-0.65	-0.65	11.1
N#Cc1c(N)n(CCNC(=O)c2cccs2)c2nc3ccccc3nc12	2.29	1.87	-156.2
CCOc1cc2[nH]c(=O)n(CCC(=O)NCCc3ccccc3)c(=O)c2cc1OCC	-0.46	0.21	-100.0
Cc1cccc(Nc2nc(N)nc(CN3CCN(C)CC3)n2)c1	0.85	1.82	nt
CCOc1nc(-c2ccccc2O)nc2ccccc12	-1.41	0.02	-13.4
CCCn1c(SCC(=O)NC)nnc1C(C)C	0.89	0.21	-16.7
CNC(=O)/C=C/c1cccc(C(F)(F)F)c1	-0.47	-1.45	20.0
Cn1c(Cn2c(=O)sc3ccccc32)nnc1SCC(=O)NCc1ccccc1Cl	-0.4	-0.63	nt
O=C1CCc2cc(S(=O)(=O)N3CCCC3C(=O)NC3CCCCCCC3)ccc2N1 (stereo not given)	1.95	1.85	nt
COc1cccc(C(=O)N2CCN=C2SCc2cccnc2)c1OC	0.5	0.04	nt
CC(C)Cn1cc(C(=O)NCCCN2CCCC2=O)c2c3ccccc3n(C)c2c1=O	0.91	1.46	-23.1
Cn1c(SC2CCCCC2=O)nnc1-c1ccncc1 (stereo not given)	0.12	-0.05	4.7
Cc1ccc(SC(C)c2nc(-c3cccnc3)no2)cc1 (stereo not given)	-1.23	-1.42	14.3
CCCCc1ccc(NC(=S)Nc2ccc(Nc3ccc(OC)cc3)cc2)cc1	-1.35	-1.04	nt
O=C(COc1ccccc1)NC(Cc1c[nH]c2ccccc12)C(=O)O (stereo not given)	0.85	-0.32	nt
COc1ccc(-n2c(SCC(=O)NCC3CCCO3)nc3n[nH]c(C)c3c2=N)cc1 (stereo not given)	0.37	-0.52	nt
COc1ccc(OC(C)C(=O)NC2CC(C)(C)NC(C)(C)C2)cc1 (stereo not given)	0.51	-0.07	-40.9
CCOC(=O)C1=C(C)NC(SCC(=O)Nc2cc(C)on2)=C(C#N)C1c1cccs1 (stereo not given)	0.03	-0.56	-50.0
CC(C)(C)C(=O)NC(=S)NCCc1ccccc1	-1.22	-1.37	nt
Cc1ccc(S(=O)(=O)NC(C)(C)CSc2nncn2C)cc1	-0.14	-0.83	6.9
C/C(CC(=O)NC12CC3CC(CC(C3)C1)C2)=N\NC(=O)c1cnccn1	nt	nt	15.4
CCN(CC)CCn1c(=S)[nH]c2ncccc2c1=O	0.11	-0.12	-50.0
COc1cc(OC)c(OC)cc1CN1CCN(Cc2cccn2C)CC1	0.58	-0.33	nt
O=C([C@H](Cc1ccccc1)NS(=O)(=O)c1ccc(Cl)cc1)N1CC[C@@]2(O)CCCC[C@H]2C1	-0.15	0.63	-42.1
CCOC(=O)c1sc(=N)n(-c2ccc(OC)cc2)c1C	0.04	-1.64	66.7
O=C(CNS(=O)(=O)c1ccccc1)OCC(=O)c1cccc([N+](=O)[O-])c1	-0.23	-1.03	5.3
CCOc1cccc(CNn2cnnc2)c1OCc1ccccc1	0.82	0.89	-25.7
CN(C)[C@@H]1C(=O)C(C(=O)NCN2CCCC2)=C(O)[C@@]2(O)C(=O)C3=C(O)c4c(O)cccc4[C@@](C)(O)C3CC12 (stereo not given in full)	-1.36	0.04	-38.1
CC(=O)Nc1cn(C(C)=O)c(C)n1	0.69	0.55	nt
Cc1ccc(/C(O)=C2\C(=O)C(=O)N(CC(C)O)C2c2ccc(N(C)C)cc2)cc1 (stereo not given)	1.63	0.52	-36.4
Brc1cccc(-c2nnc3n2CCCCC3)c1	0.43	1.94	nt
CCOC(=O)c1c(C)[nH]c(C(=O)CSc2nnc(CC(C)c3ccccc3)o2)c1C (stereo not given)	-0.28	-0.32	nt
Cn1c(CN2CCCC2)nc2cc(NS(=O)(=O)c3ccc(Cl)cc3)ccc21	0.97	0.68	42.9
O=C(NCc1ccc2c(c1)OCO2)C1CC(=O)N(c2ccc(F)cc2)C1 (stereo not given)	-0.37	-0.41	56.2
O=C(Nc1ncnc2sc3c(c12)CCC3)c1ccco1	0.55	-0.16	-18.2
CCN(CC)C(=O)c1ccc(COc2ccccc2Br)o1	-0.87	0.1	nt
CNC(=O)NC(=O)CSc1nnc(-c2ccco2)n1Cc1ccccc1	1.5	0.47	32.6
Nc1nc(Cl)cc(N2CCC(c3cc(-c4ccc(Cl)cc4Cl)n[nH]3)CC2)n1	-2.37	-1.21	-21.6
Cn1c(SCC(=O)Nc2cc(S(=O)(=O)N3CCOCC3)ccc2N2CCOCC2)nnc1-c1ccncc1	nt	nt	-18.2
CCOC(=O)Nc1ccc2c(c1)Nc1ccccc1S2	-0.9	-0.52	nt
CCCc1nn2c(=O)c(C(c3ccc(C)cc3)c3c(O)nc4sc(CCC)nn4c3=O)c(O)nc2s1	1.58	1.83	-45.2
CC(OC(=O)C1CCC(=O)N1)C(=O)Nc1cc(Cl)cc(Cl)c1 (stereo not given)	0.57	0.31	-20.0
CCOc1ccc(-n2c(Cc3cc(=O)[nH]c(=O)[nH]3)nnc2SCC(N)=O)cc1	0.53	0.13	nt
CC(=C/C(=O)O)/C(=C/c1ccccc1)C(=O)O	1.32	1.66	-74.1
O=C1c2ccccc2C(=O)N1CCc1nc(-c2ccc(Cl)cc2)no1	0.32	1.18	46.1
COC(=O)c1cc(C(=O)OC)cc(S(=O)(=O)Nc2ccc(Cl)c(N)c2)c1	0.27	-0.03	-48.4
O=C(Cn1ncc2c(=O)oc3ccccc3c21)NCC1COc2ccccc2O1 (stereo not given)	0.82	0.71	nt
Nc1c(-c2ccccc2)cnn1C1CCS(=O)(=O)C1 (stereo not given)	0.24	-0.21	-6.2
Cc1nc2ccc3nc(NC(=O)c4ccc(S(=O)(=O)N5CCOCC5)cc4)sc3c2s1	0.61	2.63	nt
O=C(CCC1CCCN(C(=O)C2(c3ccccc3)CC2)C1)N1CCN(c2ccccn2)CC1 (stereo not given)	nt	nt	-33.3
CN(C)c1cc(-c2ccccc2)nc(N)n1	2.47	1.93	nt
Cc1ccn2c(-c3n[nH]c(=S)n3Cc3ccccc3)c(C)nc2c1	1.13	1.71	-16.7

More entries.
SMILES	sdo1 growth	sdo1 growth Rescue 24 h	INS promoter inh
O=C(Cn1nnc(-c2cccc(C(F)(F)F)c2)n1)NC(=O)NCc1ccco1	-0.87	-0.74	-28.0
O=C(NCCSc1c[nH]c2ccccc12)c1ccc2c(c1)OCO2	nt	nt	26.8
CCOC(CCNC(=O)c1cn(-c2cccc(C)n2)cn1)OCC	1	0.05	38.7
CCOC(=O)C1=C(C)N=C2c3ccccc3C(=O)C2C1c1ccc(Cl)cc1 (stereo not given)	-1.94	-1.1	0.0
CCN(CC)CCNC(=O)Cn1c(-c2ccccn2)nc2ccccc21	0.99	0.64	-231.2
CCOc1cc(NC(=S)Nc2ccccc2OC)c(OCC)cc1NC(=O)c1ccccc1C	-0.93	-1.12	10.0
Cc1ccccc1Nc1sc(C(=O)Nc2cccc(Cl)c2)c(N)c1C(N)=O	-1.47	-1.14	nt
C=CCn1cc(C(=O)NCc2cccnc2)c(=O)c2cc(S(=O)(=O)N(CC)CC)ccc21	0.8	0.49	nt
CC(C)OC(=O)CC(=O)CSc1nc2c(cc1C#N)CCCCC2	-0.59	-0.62	-63.2
Cc1cc(Cl)ccc1C(=O)C1CCCN(C(=O)c2cnsn2)C1 (stereo not given)	nt	nt	23.8
O=C(NCc1cccnc1)c1cccc(S(=O)(=O)N2CCOCC2)c1	-0.61	-1.2	nt
CCCCOc1ccc(C2C3CN(C(=O)OCC)CC=C3C(C#N)=C(N)C2(C#N)C#N)cc1OC (stereo not given)	-1.17	-0.22	-5.4
COc1ccc(-c2cc(C(F)(F)F)nc(N3CCN(C)CC3)n2)cc1	-1.33	-0.18	-33.3
Cc1ccc(-c2csc(N)n2)s1	0.29	-0.01	68.8
CCOC(=O)C(=O)NNc1ccc(C)cc1	-0.97	-0.55	nt
CS(=O)(=O)Nc1ccc(C2=NN(S(C)(=O)=O)C(c3ccc4c(c3)OCO4)C2)cc1 (stereo not given)	1.28	1.09	-11.8
O=C1OC(/C=C/c2ccc(Cl)cc2Cl)=NC/1=C\c1cccs1	-0.76	0.56	nt
COc1ccc(NC(=O)c2oc3ccccc3c2NC(=O)c2ccco2)c(OC)c1	-1.21	-0.37	-81.2
CC(C)c1ccc(OCC(O)CN2CCN(c3ccccc3)CC2)cc1 (stereo not given)	-1.11	-0.67	nt
CC1(C)SC(=S)N(/N=C/c2ccccc2)C1N(O)C(=O)Nc1ccc([N+](=O)[O-])cc1 (stereo not given)	-0.42	1.27	-5.1
O=C(NC1CCCCCC1)c1cccc(COCC(F)(F)F)c1	0.61	0.78	?
O=c1c2ccccc2nnn1CSc1nnc(C2COc3ccccc3O2)n1-c1ccccc1 (stereo not given)	-1.37	-1.06	-57.7
CCOc1ccc(C2N(c3ccc(OC)cc3)C(=O)C3CCCN32)cc1OC (stereo not given)	0.43	2.54	nt

Entries of single compounds, quoted from the list. Values in the order: sdo1 growth | sdo1 growth Rescue 24 h | INS promoter inh
O=C(NCCSc1c[nH]c2ccccc12)c1ccc2c(c1)OCO2 is listed with nt | nt | 26.8
CCOC(=O)C(=O)NNc1ccc(C)cc1 is listed with -0.97 | -0.55 | nt
CCN(CC)CCNC(=O)Cn1c(-c2ccccn2)nc2ccccc21 is listed with 0.99 | 0.64 | -231.2
CCOC(CCNC(=O)c1cn(-c2cccc(C)n2)cn1)OCC is listed with 1 | 0.05 | 38.7

These rows are one share of the data; rates above refer to the full screens.
